Compound activity (PubChem)
MgcRacGAP inhibition: MgcRacGAP GTPase-activating activity inhibitors, confirmation, biochemical, ADP Hunter fluorescence; MgcRacGAP-stimulated Rac1 GTP hydrolysis, ADP Hunter fluorescence; higher % means a stronger effect; GST-tagged Rac1 F28L mutant substrate; inhibition, % at 30 µM; hits with a dose series show IC50 in µM; hit rate 0.6% among 340,000;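 active means first-screen hits whose inhibition reached a set limit at any dose in the follow-up dose series; inconclusive means inhibition above the set first-screen limit but never retested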;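 further: fluorescence reports GDP produced by GAP-driven GTP hydrolysis; strong numbers were not always called active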
XIAP antagonists: small molecules displacing peptide from XIAP – biochemical, IAP family, fluorescence polarization (AID 1018); XIAP BIR domain, fluorescence polarization peptide displacement; higher % means a stronger effect; one-dose displacement, % at 20 µM; IC50 in µM for titrated hits; hit rate 0.007% among 200,000; in the data active means displacement above about 50%; further: a part of the inactive calls stands beside numbers as strong as those of hits
Dengue-2 NS5 capping: Dengue-2 NS5 methyltransferase inhibitors, primary screen, biochemical, confirmation dose response (AID 588689); Dengue-2 NS5 methyltransferase capping enzyme assay, biochemical; higher % means a stronger effect; inhibition, % at 25 µM; hits with a dose series show IC50 in µM; hit rate 0.3% among 340,000; in the data active means a potency from the dose series; inconclusive means inhibition above about 29% without an active follow-up result
HIV peptide binding: inhibitors of HIV fusion peptide binding, primary screen, biochemical, uHTS, fluorescence dequenching (AID 1986) | cell-free peptide binding, fluorescence dequenching, 30 min; higher % means a stronger effect | one-dose inhibition, % at 20 µM; IC50 in µM for titrated hits | hit rate 0.3% among 290,000; in the data active means inhibition mostly above about 52%, no sharp cut-off; inactive means mostly below about 76%; further: some results filed as inactive read as strong as hits
LYP inhibition: PTPN22 lymphoid phosphatase activity blockers – biochemical, fluorescence intensity, uHTS (AID 1779); recombinant LYP phosphatase, fluorescence intensity; higher % means a stronger effect; one-dose inhibition, % at 11.5 µM; IC50 in µM for titrated hits; hit rate 0.054% among 290,000; in the data active means inhibition above about 50%;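 further: plate controls were vehicle with enzyme for no effect and no enzyme for full effect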
AID2073: disruptors of CaV2.2 binding to Mint1 – biochemical, HTRF (AID 2073); HTRF protein-protein interaction, Mint1-CaV2.2; higher % means a stronger effect; inhibition, % at 20 µM, or IC50 in µM where a hit was titrated; hit rate 0.19% among 290,000; in the data active means inhibition mostly above about 51%, no sharp cut-off; inconclusive means no clear call, values can overlap the other calls; inactive means mostly below about 53%; further: some results filed as inactive read as strong as hits
Siah-1 displacement: Siah-1 peptide-binding antagonists, primary screen, biochemical, fluorescence polarization, rhodamine-plectin, uHTS (AID 1817) | Siah-1 / rhodamine-plectin peptide fluorescence polarization; higher % means a stronger effect | hit rate 0.02% among 290,000 | displacement, % at 20 µM, or IC50 in µM where a hit was titrated;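 active means displacement of at least 50% at 20 µM, with a fluorescence ratio check between 0.3 and a set limit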;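 further: plate controls were Siah plus tracer with DMSO for no effect and tracer alone without Siah for full effect; strong numbers were not always called active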
RSV antiviral HEp-2: inhibition of RSV-induced cytopathic effect – HEp-2 cells, primary 10 µM value included (AID 2391) | hit rate 0.13% among 310,000 | HEp-2 cells, RSV-induced CPE inhibition; higher % means a stronger effect | one-dose CPE inhibition, % at 10 µM; IC50 in µM for titrated hits; in the data active means a potency from the dose series; inconclusive means CPE inhibition mostly from about 23% at the one dose, without a potency; inactive means the rest, 99 in 100 with CPE inhibition below about 21%; further: strong numbers were not always called active
SV40 large T antigen: TAg ATPase/helicase activity blockers – biochemical (AID 1903); SV40 large T antigen ATPase/helicase inhibition assay; higher % means a stronger effect; hit rate 0.39% among 310,000; one-dose inhibition, % at 20 µM; IC50 in µM for titrated hits; in the data active means a potency from the dose series; inconclusive means inhibition mostly from about 32% at the one dose, without a potency; inactive means the rest, 99 in 100 with inhibition below about 32%; further: strong numbers were not always called active
Dengue-2 NS5 capping pilot replicate: second read-out of Dengue-2 NS5 capping, no call of its own (marks repeat the call); inhibition, %; measured here: pilot screen replicate inhibition
* = called active by the depositor; u = inconclusive; x = no result given.

The opening 3 entries (preview)
SMILES	MgcRacGAP inhibition	XIAP antagonists	Dengue-2 NS5 capping	HIV peptide binding	LYP inhibition	AID2073	Siah-1 displacement	RSV antiviral HEp-2	SV40 large T antigen	others
COC(=O)N/N=C(/c1ccccc1)C1CCCCC1	x	-4.7%	x	-1.0%	-7%	-5%	-2%	-1.2%	16%
COc1ccc(COC(=O)Nc2cc3c(C(F)(F)F)nn(C)c3s2)cc1	5%	-4.6%	1%	1.1%	5%	-22%	2%	3.4%	14%
C#CCOCCOCCOCCNc1nc(N2CCOCC2)nc(N2CCN(C(=O)CCCCCCCCCCNC(=O)[C@@H]([C@H](C)O)n3cc(C)nn3)CC2)n1	3%	x	2%	x	x	x	x	2.9%	6%

This part in full, repeating the preview:
SMILES	MgcRacGAP inhibition	XIAP antagonists	Dengue-2 NS5 capping	HIV peptide binding	LYP inhibition	AID2073	Siah-1 displacement	RSV antiviral HEp-2	SV40 large T antigen	others
COC(=O)N/N=C(/c1ccccc1)C1CCCCC1	x	-4.7%	x	-1.0%	-7%	-5%	-2%	-1.2%	16%
COc1ccc(COC(=O)Nc2cc3c(C(F)(F)F)nn(C)c3s2)cc1	5%	-4.6%	1%	1.1%	5%	-22%	2%	3.4%	14%
C#CCOCCOCCOCCNc1nc(N2CCOCC2)nc(N2CCN(C(=O)CCCCCCCCCCNC(=O)[C@@H]([C@H](C)O)n3cc(C)nn3)CC2)n1	3%	x	2%	x	x	x	x	2.9%	6%
C(=N\Nc1ccc2nncn2n1)/c1ccccn1	x	x	x	2.4%	-11%	-3%	-6%	-1.8%	0%
Cc1ccccc1N=C1c2cc([N+](=O)[O-])ccc2-c2ncccc21	7%	-11%	-4%	0.2%	-9%	-5%	-4%	4.6%	1%
CC(c1cccs1)N(C)Cc1nc(CCc2ccccc2)no1 (configuration not stated)	3%	2.0%	-5%	-0.8%	-6%	-7%	-3%	0.2%	6%
CC1CCCCN1C(=O)C1COc2ccccc2O1 (configuration not stated)	0%	x	-2%	-1.4%	-8%	-4%	1%	1.9%	9%
CCOC(=O)CN(C#N)c1nc(C)cc(C)n1	8%	-1.0%	-2%	-1.2%	2%	u	3%	0.8%	7%
C/C(=C\C(=O)O)C12CC3CC(CC(C3)C1)C2	2%	-17%	-2%	-0.8%	-5%	-9%	-6%	1.0%	-3%
CC1(CC(=O)O)SC(=O)NC1=O (configuration not stated)	3%	-1.2%	-7%	-2.0%	-7%	6%	2%	1.4%	7%
Cc1ccccc1S(=O)(=O)c1c(C)cc(-c2ccccc2)[nH]c1=O	2%	0.6%	-5%	0.6%	0%	34%	2%	0.3%	10%
C1CNCCOCCNCCN1	8%	-3.9%	10%	4.5%	-6%	u	-2%	1.9%	9%
O=C(O)c1[nH]c2ccc(Cl)cc2c1CCN1C(=O)c2ccccc2C1=O	10%	x	-1%	14%	-3%	9%	14%	0.2%	23%
C=CCC(O)(CC=C)C(C)N (configuration not stated)	4%	-4.4%	-9%	0.5%	-9%	9%	2%	0.6%	-4%
CCN1CCN(CC(O)COCc2cc(OC)c(OC)c(OC)c2)CC1 (configuration not stated)	5%	-1.7%	2%	0.7%	-13%	2%	8%	0.5%	4%
CC(=O)Nc1ccc(SCC(=O)c2cc(C)n(-c3ccccc3)c2C)cc1	11%	-2.7%	7%	-1.5%	-1%	-2%	12%	u	3%
O=C(CN1C(=O)COc2ccccc21)Nc1ccc(F)cc1	17%	2.2%	-4%	1.9%	-2%	0%	-4%	-0.2%	16%
COc1ccc(-n2c(NN)nc3sc4c(c3c2=O)CCCC4)cc1	-7%	-3.3%	2%	-1.4%	-3%	35%	1%	0.5%	1%
CCN1CCN(C(=S)c2ccc(O)cc2)CC1	u	-0.4%	19%	-0.2%	-6%	-2%	3%	0.2%	6%
O=C(O)c1ccc(-n2nnnc2SCc2ccccc2)cc1	10%	-16%	6%	0.4%	-5%	4%	2%	0.1%	1%
Cc1cccn2c(=O)c(/C=C(\C#N)S(=O)(=O)c3ccccc3)c(N3CCN(Cc4ccccc4)CC3)nc12	11%	x	5%	12%	0%	31%	0%	4.9%	8%
COc1ccc(C(=O)CSc2nnc(NC(=O)C3CC(=O)N(c4cccc(OC)c4)C3)s2)cc1 (configuration not stated)	2%	-9.8%	-11%	-0.1%	-2%	33%	6%	1.9%	3%
CN(Cc1ccccc1)c1nc2c(c(=O)[nH]c(=O)n2C)n1CCCSc1ncccn1	8%	-22%	-5%	0.6%	-3%	-5%	2%	0.5%	-4%
COc1cc(OC)cc(-c2cc3nc(C)c(CCC(=O)NCc4ccccc4)c(C)n3n2)c1	-3%	x	-3%	1.2%	5%	22%	3%	1.4%	11%
O=C(COc1ccccc1C(=O)c1cnn(-c2ccccc2)c1)Nc1ccc2ccccc2c1	10%	-3.9%	-9%	2.0%	3%	25%	6%	4.7%	6%
Other compounds follow.
SMILES	MgcRacGAP inhibition	XIAP antagonists	Dengue-2 NS5 capping	HIV peptide binding	LYP inhibition	AID2073	Siah-1 displacement	RSV antiviral HEp-2	SV40 large T antigen	others
O=C(CCl)Nc1cc(S(=O)(=O)N2CCCCCC2)ccc1Cl	7%	-0.8%	-7%	1.3%	-8%	1%	6%	-1.6%	14%
CCOC(=O)C1CCCN(C(=S)Nc2ccc(C)cc2C)C1 (configuration not stated)	4%	-2.4%	-9%	-1.1%	-4%	-13%	2%	0.8%	2%
COc1ccc(C(=O)NC2CCCc3ccccc32)cc1S(=O)(=O)N1CCOCC1 (configuration not stated)	4%	-5.6%	2%	1.5%	-6%	18%	2%	3.1%	2%
O=C1NC2=C(C(=O)CCC2)C(c2ccc([N+](=O)[O-])cc2)N1 (configuration not stated)	4%	x	-5%	-0.7%	-9%	-10%	-2%	0.6%	5%
O=C(Nc1ccccc1)Nc1ccccc1C(=O)NCc1ccccc1	8%	-6.8%	-9%	49%	-10%	5%	-2%	1.1%	18%
CC1(c2ccccc2)NC(=S)N2C1NC(=S)N2c1ccccc1 (configuration not stated)	9%	-0.3%	5%	-0.8%	-9%	27%	2%	4.8%	-2%
CN(C)CCC(=O)N1c2ccccc2Sc2ccc(C(F)(F)F)cc21	12%	x	-7%	-1.9%	-9%	5%	12%	0.2%	15%
COc1ccccc1CN1CC(C(=O)NCc2cc(F)ccc2C)CCC1=O (configuration not stated)	9%	x	-3%	0.4%	-4%	-3%	-1%	x	x
Cc1nc(C(F)(F)F)c(C(=O)N=CN(C)C)s1	-1%	-11%	-3%	0.0%	-10%	12%	-1%	2.4%	2%
Cc1ccccc1C(=O)OCCCN=C1NS(=O)(=O)c2ccccc21	9%	-1.1%	6%	1.8%	-7%	-2%	2%	1.2%	-2%
CC(=O)c1c(OC(=O)c2ccco2)c2ccccc2n1C	18%	-3.9%	-3%	-0.3%	0%	-12%	-3%	1.8%	x
Cc1ccc(C)c(N2CCN(S(=O)(=O)c3cc4c(cc3Cl)NC(=O)CO4)CC2)c1	-1%	x	4%	4.0%	-7%	1%	36%	3.4%	1%
COc1ccccc1-c1nnc2n1N=C(C(C)(C)C)CS2	2%	-5.0%	-2%	1.2%	-7%	-5%	1%	2.7%	4%
Cc1cccc2nc(CSc3nnc(N)s3)cn12	1%	-2.3%	-3%	0.3%	-6%	-1%	14%	1.8%	10%
O=S(=O)(c1ccc(N2CCN(c3ccc(F)cc3)CC2)cc1)N1CCCC1	4%	-2.7%	-6%	-2.2%	-5%	12%	1%	0.6%	0%
CC(=O)Nc1ccc2nc(-c3ccccc3)cn2c1	12%	-3.4%	-3%	-2.0%	-5%	0%	16%	1.8%	19%
Cc1cc(C)nc(SCC(=O)N/N=C/c2cccn2-c2cccc(C(F)(F)F)c2)n1	4%	-3.0%	-4%	-1.1%	5%	-28%	-2%	u	15%	Dengue-2 NS5 capping pilot replicate=2.1
COC(=O)c1ccc(NC(=O)CN2C(=O)CNC2=O)cc1	5%	-1.3%	0%	-2.0%	-2%	8%	-6%	1.0%	15%
Cc1cccc(-n2cc[nH]c2=S)c1C	11%	-1.1%	-6%	-1.1%	-4%	-13%	0%	1.0%	9%
COc1ccc(OCc2nnc(SCC(=O)Nc3ccc(C)cc3)o2)cc1	0%	x	4%	-0.1%	-12%	19%	1%	0.2%	-12%
CC1CCN(C(=O)c2cc3ccccc3c(=O)o2)CC1	6%	0.9%	-1%	0.0%	-3%	-5%	4%	-0.1%	4%
CCn1cc(C(=O)N/N=C(/C)c2ccc(F)cc2)c(=O)c2cc(F)c(N3CCCC3)cc21	x	-4.2%	x	-2.3%	0%	0%	1%	x	3%
O=C(C[n+]1cc(Br)cc(Br)c1)c1ccc(Cl)cc1	-1%	x	5%	0.6%	-9%	14%	5%	0.4%	5%
COc1cc2c(cc1OC)CN(C(=O)CNC(=O)c1ccc(OC(F)F)cc1)CC2	5%	x	7%	-0.5%	-8%	2%	2%	1.3%	6%
CS(=O)(=O)N(CC(=O)Nc1ccc(Cl)c(Cl)c1)C1CCCCC1	3%	-4.2%	-10%	-0.4%	-3%	-8%	-2%	11%	4%	Dengue-2 NS5 capping pilot replicate=-4.4
The list goes on:
SMILES	MgcRacGAP inhibition	XIAP antagonists	Dengue-2 NS5 capping	HIV peptide binding	LYP inhibition	AID2073	Siah-1 displacement	RSV antiviral HEp-2	SV40 large T antigen	others
Cc1cccc(NC(=O)c2cc(S(=O)(=O)c3ccccc3)ccc2Cl)c1	10%	-4.3%	-2%	1.1%	-4%	5%	3%	3.4%	19%
Cn1c(CSCc2ccccc2Cl)nnc1SCC(=O)Nc1nccs1	8%	-0.8%	-8%	-1.5%	1%	3%	18%	7.2%	-3%
CCOc1ccc(N(CC(=O)O)S(=O)(=O)c2ccc(F)cc2)cc1	6%	-11%	1%	-1.7%	-1%	4%	-10%	0.7%	-1%
COC(=O)[C@@]12CCCCN1[C@H](c1ccc(-c3cc(C(C)=O)cs3)c(OC)c1)[C@H]1C(=O)N(C)C(=O)[C@H]12	7%	x	2%	x	x	x	x	0.0%	4%
C[C@@H](CN1CCC(Cc2ccccc2)CC1)[C@@H](O)c1ccc(O)cc1	4%	x	-1%	x	x	x	x	-1.4%	-4%
Cn1c(=O)c2c(nc(SCCN3CCCCC3)n2Cc2ccc(Cl)cc2)n(C)c1=O	12%	-0.6%	-8%	1.8%	-8%	6%	0%	-0.5%	8%
O=C(Nc1ccc2nc3n(c(=O)c2c1)CCCCC3)C(=O)N1CCN(c2ccc(F)cc2)CC1	12%	x	1%	0.8%	-8%	8%	7%	1.4%	15%
Cc1onc(-c2ccccc2)c1C(=O)NCc1ccco1	17%	-4.7%	3%	-2.2%	2%	-9%	1%	0.5%	5%
Cc1ccc(-c2ccc([C@H]3[C@H]4C=CC[C@@H](C)[C@@H]4C(=O)N3Cc3ccccc3)c(F)c2)cc1	5%	x	-6%	1.4%	6%	3%	-3%	-2.5%	5%
c1ccc2c(N3CCOCC3)nc(-c3ccncc3)nc2c1	-2%	-4.4%	-9%	2.2%	4%	5%	5%	42%	0%
COc1cc(CNn2cn[nH]c2=S)cc(Cl)c1OCc1ccc(F)cc1	-5%	-1.4%	1%	0.2%	0%	-28%	4%	12%	12%
COc1ccc(NS(=O)(=O)c2coc(C(N)=O)c2)cc1Cl	2%	-10%	-1%	2.7%	-12%	1%	1%	1.0%	3%
